Bioassay records (PubChem)
Y pestis TopoI – blocks Yersinia pestis topoisomerase I activity; Y. pestis Topo-I cleavage product accumulation, plate reader; activity, % at 10 µM; 0.064% of 360,000 active; in the data active = activity above about 50%, passing the limit was not always enough; inconclusive = no clear call, values can overlap the other calls; also: inactives centre near 2
TcdB inh – blocks C. difficile toxin B glycohydrolase activity; P18177; TcdB glycohydrolase enzymatic assay, plate reader; inhibition, % at 9.99 µM; 0.24% of 350,000 active; AID 652162; in the data active = inhibition above about 10%
Target sequence (P18177 whole entry, looked up): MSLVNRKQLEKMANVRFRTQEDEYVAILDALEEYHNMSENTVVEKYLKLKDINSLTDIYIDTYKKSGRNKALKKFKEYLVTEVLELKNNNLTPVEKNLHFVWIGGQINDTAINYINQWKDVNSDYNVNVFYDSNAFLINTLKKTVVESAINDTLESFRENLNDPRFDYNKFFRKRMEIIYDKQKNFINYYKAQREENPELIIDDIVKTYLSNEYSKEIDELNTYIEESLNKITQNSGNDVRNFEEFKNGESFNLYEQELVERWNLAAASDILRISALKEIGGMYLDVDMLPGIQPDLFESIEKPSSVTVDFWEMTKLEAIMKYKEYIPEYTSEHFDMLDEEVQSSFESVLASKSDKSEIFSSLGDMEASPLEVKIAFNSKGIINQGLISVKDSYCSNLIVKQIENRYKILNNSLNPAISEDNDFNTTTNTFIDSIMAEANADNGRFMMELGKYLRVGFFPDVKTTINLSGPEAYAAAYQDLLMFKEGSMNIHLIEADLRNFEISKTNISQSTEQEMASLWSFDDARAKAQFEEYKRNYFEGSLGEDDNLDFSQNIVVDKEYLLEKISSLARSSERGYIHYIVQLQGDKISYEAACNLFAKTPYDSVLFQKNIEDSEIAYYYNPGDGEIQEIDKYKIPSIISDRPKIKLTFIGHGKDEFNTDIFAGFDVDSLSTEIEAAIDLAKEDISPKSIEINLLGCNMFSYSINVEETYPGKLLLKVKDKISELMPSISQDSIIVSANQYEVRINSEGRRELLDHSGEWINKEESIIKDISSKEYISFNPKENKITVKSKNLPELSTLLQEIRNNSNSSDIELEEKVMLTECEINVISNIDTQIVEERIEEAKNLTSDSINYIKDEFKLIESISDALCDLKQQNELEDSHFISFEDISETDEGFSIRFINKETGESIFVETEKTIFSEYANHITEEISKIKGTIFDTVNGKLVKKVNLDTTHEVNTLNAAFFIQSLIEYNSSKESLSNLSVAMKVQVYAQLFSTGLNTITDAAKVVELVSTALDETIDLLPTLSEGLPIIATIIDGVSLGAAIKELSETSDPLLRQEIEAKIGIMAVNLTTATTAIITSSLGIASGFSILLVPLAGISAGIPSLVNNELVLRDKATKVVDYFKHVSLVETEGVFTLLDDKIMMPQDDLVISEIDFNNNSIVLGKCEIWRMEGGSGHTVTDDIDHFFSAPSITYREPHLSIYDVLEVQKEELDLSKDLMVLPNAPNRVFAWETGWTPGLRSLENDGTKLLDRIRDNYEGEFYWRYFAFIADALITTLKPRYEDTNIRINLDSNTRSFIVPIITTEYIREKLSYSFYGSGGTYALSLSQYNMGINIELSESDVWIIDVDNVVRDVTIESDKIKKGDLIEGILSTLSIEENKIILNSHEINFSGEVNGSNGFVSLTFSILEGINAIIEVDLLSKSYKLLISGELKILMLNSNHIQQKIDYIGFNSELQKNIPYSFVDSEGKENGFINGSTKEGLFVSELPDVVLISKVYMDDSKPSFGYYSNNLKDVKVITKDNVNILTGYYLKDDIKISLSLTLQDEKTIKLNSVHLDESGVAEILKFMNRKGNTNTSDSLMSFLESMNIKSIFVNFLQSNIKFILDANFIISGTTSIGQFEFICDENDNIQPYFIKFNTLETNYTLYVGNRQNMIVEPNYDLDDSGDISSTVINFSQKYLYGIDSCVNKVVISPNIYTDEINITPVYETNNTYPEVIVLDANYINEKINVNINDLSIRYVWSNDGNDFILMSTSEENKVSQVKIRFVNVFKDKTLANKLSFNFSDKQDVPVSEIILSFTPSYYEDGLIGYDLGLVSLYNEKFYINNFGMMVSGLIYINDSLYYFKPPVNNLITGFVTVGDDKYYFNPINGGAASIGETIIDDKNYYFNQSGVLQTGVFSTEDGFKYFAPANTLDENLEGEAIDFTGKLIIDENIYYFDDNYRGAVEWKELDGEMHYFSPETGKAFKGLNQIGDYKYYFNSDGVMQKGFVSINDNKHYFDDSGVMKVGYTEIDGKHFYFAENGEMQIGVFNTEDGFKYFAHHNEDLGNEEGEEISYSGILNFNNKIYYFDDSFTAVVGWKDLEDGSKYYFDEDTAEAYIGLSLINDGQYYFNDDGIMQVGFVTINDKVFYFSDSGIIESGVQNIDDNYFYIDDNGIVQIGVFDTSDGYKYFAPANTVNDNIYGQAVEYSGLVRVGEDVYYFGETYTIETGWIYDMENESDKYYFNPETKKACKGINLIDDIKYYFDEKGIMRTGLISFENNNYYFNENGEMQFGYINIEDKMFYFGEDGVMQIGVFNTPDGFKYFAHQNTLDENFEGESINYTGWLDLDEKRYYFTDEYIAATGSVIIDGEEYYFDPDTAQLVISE
CCHF vOTU inh – blocks the CCHF virus ovarian tumor domain protease. CCHFV vOTU protease, Pep-AMC fluorescence. 0.55% of 370,000 active. inhibition, % at 11.5 µM; in the data active = inhibition above about 30%; also: 0% = vehicle wells with enzyme and 100% = no enzyme wells
SARS 3CLpro inh – SARS-CoV 3CLpro protease inhibition | P0C6X7 | recombinant SARS-CoV 3CLpro, quenched FRET peptide cleavage | inhibition, % at 6 µM | 0.14% of 290,000 active | AID 1706; in the data active = inhibition above about 12%
DUSP3 inh – DUSP3 (human) phosphatase inhibition; 0.52% of 290,000 active; recombinant VHR phosphatase, pNPP absorbance; inhibition, % at 13.3 µM; P51452; in the data active = inhibition above about 50%; also: some compounds called inactive have numbers as strong as hits
BoNT-A LC inh2 – BoNT A light chain protease inhibition; inhibition, % at 10 µM; 0.17% of 360,000 active; multiplex microsphere protease substrate cleavage, flow cytometry; also: plate controls were buffer without enzyme for full effect and enzyme alone for no effect
PfHsp40 rescue – restores yeast growth despite PfHsp40 toxicity | S. cerevisiae expressing PfHsp40, growth rescue, ATP luminescence | growth rescue, % at 12.5 µM | 0.68% of 340,000 active | AID 504582; in the data active = growth rescue above about 28%, passing the limit was not always enough; inconclusive = no clear call, values can overlap the other calls;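 also: yeast W303a lacking pdr1 and pdr3 grown in galactose medium; growth measured after three days at 30 °C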
Anthrax LF inh2 – inhibitors of Bacillus anthracis lethal factor protease. AID 588501. P15917. 0.12% of 360,000 active. inhibition, % at 10 µM. multiplex microsphere protease cleavage assay, LF; also: plate controls were buffer without enzyme for full effect and enzyme alone for no effect
SSB-PriA inh – inhibitors of Klebsiella pneumoniae PriA binding to SSB C-terminal tail. AlphaScreen SSBct-PriA binding, biotinylated peptide. inhibition, % at 33 µM. 0.6% of 430,000 active. AID 1272365; in the data active = inhibition mostly above about 37%, no sharp cut-off; inactive = mostly below about 20%;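 also: plate controls were negative control peptide for no effect and reference peptide for full effect; strong numbers were not always called active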
Vc quorum ag – quorum light induction in luxS cqsA deficient V. cholerae; activation, % at 18.7 µM; 0.16% of 350,000 active; V. cholerae BH1578 lux reporter, luminescence, 6 h; in the data active = activation mostly above about 9.7%, no sharp cut-off; inconclusive = no clear call, values can overlap the other calls; inactive = mostly below about 3.7%; also: not every result past the cut was called active; inactives centre near 0; reference of the scale not given here
* hit, by the source's call; i = inactive; ? = inconclusive; nt = no result given; & = joins results of further samples. Rule as the data show it, unless noted: active = inhibition above about 30%; inconclusive = no clear call, values can overlap the other calls; inactive = below that.

SMILES	Y pestis TopoI	TcdB inh	CCHF vOTU inh	SARS 3CLpro inh	DUSP3 inh	BoNT-A LC inh2	PfHsp40 rescue	Anthrax LF inh2	SSB-PriA inh	Vc quorum ag
O=C(CN1C(=O)CC(c2ccccc2)=Nc2ccccc21)NC1CCCCC1	11	nt	-8	3	33	0.7	0.6	0	-3	i
O=C(O)c1ccc(CSc2ccccn2)cc1	1	0.2	7	-1	18	1.2	-0.4	0	-12	i
Cc1ccc2[nH]cc(S(=O)(=O)c3ccc(C(C)C)cc3)c(=O)c2c1	13	0.7	-6	6	-20	-2.8	0.3	3	-10	i
COc1ccccc1S(=O)(=O)NCc1ccc(C(=O)NC(C)c2ccccn2)cc1 (configuration not stated)	1	0.4	3	nt	nt	-2.7	-0.8	7	-11	-4.2
CN(C)c1cccc(NC(=O)C2Cc3c(-c4cccnc4)ccnc3O2)c1 (configuration not stated)	9	-1.1	-5	nt	nt	-0.1	nt	-3	nt	0.3
CN(C)c1cccc(C(=O)OCC(=O)NC2CCCC2)c1	2	-0.5	6	5	15	-1.6	-0.8	-4	-5	0.8
COc1ccc(OC)c(S(=O)(=O)NC(C)c2ccc(-n3ccnc3)cc2)c1 (configuration not stated)	-7	-3.7	18	nt	nt	-0.5	-2.4	-2	-6	-0.3
C=CCn1c(SCC(=O)O)nnc1-c1ccc(C(C)(C)C)cc1	-1	nt	19	4	9	0.1	0.2	-1	-10	0.6
CCOC(=O)C1CCN(S(=O)(=O)c2ccc(CN3C(=O)c4cccnc4C3=O)cc2)CC1	3	-1.4	5	3	-15	-0.7	-0.9	-3	-13	i
C=CCn1c(NCCO)nc2sc3c(c2c1=O)CCC3	0	1.2	-36	1	6	-0.3	0.6	2	-15	-0.3
Cc1[nH]c2ccc(C(=O)NC3CCCC3)cc2c1C	-8	6.7	7	nt	nt	-0.6	29*	-13	11	i
C=CCOC(=O)C1=C(C)NC(=O)NC1c1ccc(N(C)C)cc1 (configuration not stated)	7	0.4	3	2	-28	nt	2.7	nt	4	-0.3
O=c1c(Cc2ccccc2)c(O)ccn1Cc1ccc2c(c1)OCO2	2	4.2	-13	0	29	-0.1	0.1	1	-13	-1.3
Cc1ccc(S(=O)(=O)NCC(C)n2nc(C)cc2C)cc1 (configuration not stated)	5	1.4	16	2	2	-1.8	0.2	-7	-6	i
COc1ccc(C2=Nn3c(nnc3-c3cccnc3)SC2)cc1	9	nt	17	6	22	0.1	0.9	1	-6	-0.3
O=C(O)C(Cc1ccccc1)N1C(=O)c2cccc3cccc(c23)C1=O (configuration not stated)	2	-0.4	2	0	11	-1.8	nt	-6	-3	-0.1
COCCNC(=O)c1ccc(N2CC3CC(C2)c2cccc(=O)n2C3)c(NC(=O)c2cc(OC)cc(OC)c2)c1 (configuration not stated)	1	-0.4	-1	-3	29	-0.1	-1.9	0	-7	-0.6
O=C(O)CCN1CC2([N+](=O)[O-])CC=C(OCCO)C([N+](=O)[O-])(C1)C2 (configuration not stated)	4	1.3	-8	-2	28	0.0	0.8	-8	-19	-0.2
O=C(NC(=S)Nc1ccccc1N1CCN(C(=O)c2ccccc2)CC1)c1ccccc1F	17	-1.9	-1	0	10	-3.3	-0.4	-4	-12	-1.8
Cc1ccc(S(=O)(=O)Nc2ccccc2C(=O)Nc2sccc2C(=O)NN(C)C)cc1	7	1.6	10	1	4	-0.7	-2.7	-6	0	-0.4
Cc1onc(-c2ccccc2)c1-c1ccnc(N)n1	7	-0.9	7	-6	5	?	10	-10	-8	i
Cc1ccc(C)c(NC(=O)C(=O)NCc2ccccn2)c1	0	1.5	19	-3	4	0.5	-1.7	-2	7	-0.5
Cn1c2c(c(=O)n(C)c1=O)C(CC(=O)Nc1ccc(F)cc1)C(=O)N2 (configuration not stated)	-2	-0.9	13	0	8	0.5	-0.7	2	4	0.4
COc1ccc(S(=O)(=O)N2CCCCC2)cc1NC(=O)c1cccc(S(=O)(=O)N2CCOCC2)c1	6	1.0	-4	nt	nt	-0.6	-0.4	-3	8	1.1
C=CCn1c(NC(=O)c2ccc(C)cc2)c(C#N)sc1=N	-5	nt	13	-4	10	-0.6	-0.7	-1	-3	-0.2

Overlap with the part before: 6 entries, followed by the next part.
SMILES	Y pestis TopoI	TcdB inh	CCHF vOTU inh	SARS 3CLpro inh	DUSP3 inh	BoNT-A LC inh2	PfHsp40 rescue	Anthrax LF inh2	SSB-PriA inh	Vc quorum ag
Cc1ccc(S(=O)(=O)Nc2ccccc2C(=O)Nc2sccc2C(=O)NN(C)C)cc1	7	1.6	10	1	4	-0.7	-2.7	-6	0	-0.4
Cc1onc(-c2ccccc2)c1-c1ccnc(N)n1	7	-0.9	7	-6	5	?	10	-10	-8	i
Cc1ccc(C)c(NC(=O)C(=O)NCc2ccccn2)c1	0	1.5	19	-3	4	0.5	-1.7	-2	7	-0.5
Cn1c2c(c(=O)n(C)c1=O)C(CC(=O)Nc1ccc(F)cc1)C(=O)N2 (configuration not stated)	-2	-0.9	13	0	8	0.5	-0.7	2	4	0.4
COc1ccc(S(=O)(=O)N2CCCCC2)cc1NC(=O)c1cccc(S(=O)(=O)N2CCOCC2)c1	6	1.0	-4	nt	nt	-0.6	-0.4	-3	8	1.1
C=CCn1c(NC(=O)c2ccc(C)cc2)c(C#N)sc1=N	-5	nt	13	-4	10	-0.6	-0.7	-1	-3	-0.2
COC(=O)c1ccc(-c2noc(CN3CCCCC3c3nccn3C)n2)cc1 (configuration not stated)	14	-2.4	7	4	0	1.3	-0.1	-6	5	-0.8
CSc1nsc(SC)c1NC(=O)OCc1ccccc1	-1	nt	2	6	27	0.1	0.2	-3	-28	-0.3
O=C(COC(=O)Cc1ccccc1F)Nc1ccc2[nH]c(=O)[nH]c2c1	-4	1.3	15	nt	nt	nt	0.3	nt	-4	-0.3
COC1/C=C/C=C(\C)Cc2cc(O)c(Cl)c(c2)N(C)C(=O)CC(OC(=O)C(C)C)C2(C)OC2C(C)C2CC1(O)NC(=O)O2 (configuration not stated)	1	0.6	5	nt	nt	0.0	0.0	2	-4	i
O=C1C(=C(c2ccccc2)c2ccccc2)Nc2ccccc21	-1	nt	11	5	25	0.2	78*	-4	42*	i
CCc1c(C)nc(SCC(=O)N2CC(C)OC(C)C2)[nH]c1=O (configuration not stated)	9	0.7	22	nt	nt	-0.4	0.0	?	3&-11	i
COC(=O)[C@]12CCCCC=C1N(Cc1ccco1)C(=O)[C@H](CC(=O)NCc1ccc(C)o1)C2	nt	0.4	3	nt	nt	-0.9	nt	-14	nt	nt
O=C(NCc1ccc(Cl)cc1)c1ccc(Br)o1	13	0.8	-10	1	-18	-0.5	0.6	-2	-21	-0.3
CC(C)(C)C(=O)N(CCN(C(=O)C(C)(C)C)c1ccccc1)c1ccccc1	0	nt	-10	1	25	0.7	-0.2	0	-4	i
Cc1ccc2nc(-c3ccccn3)c(Nc3ccccc3C)n2c1	-1	3.7	9	1	-19	-2.9	1.9	2	95	i
CC1(C)C(c2cccs2)=[N+]([O-])C2(CCCCC/C2=N\NC(N)=S)N1O (configuration not stated)	3	0.4	-4	0	16	-0.1	-0.1	-1	nt	nt
COc1ccc(C2C(C(=O)c3cccs3)=C(O)C(=O)N2c2nncs2)cc1 (configuration not stated)	9	nt	-6	-9	23	?	-0.3	-10	-16	-2.3
Nc1nnc(-c2cc3ccccc3oc2=O)s1	0	nt	-12	3	-5	-0.6	1.1	0	-21	0.5
CN(c1ccccc1)S(=O)(=O)c1ccc(C(=O)Nc2nnc(-c3ccco3)o2)cc1	5	-0.2	9	4	-17	-0.8	-1.8	-3	4	0.2
O=C(c1ccc(Cl)c([N+](=O)[O-])c1)N(Cc1ccc(F)cc1)C1CCS(=O)(=O)C1 (configuration not stated)	1	1.0	9	4	0	-0.9	0.0	-3	5	-0.3
COc1ccc(C(CNC(=O)COc2ccc(Br)cc2F)N2CCCC2)cc1 (configuration not stated)	12	-0.7	10	0	13	0.2	-0.8	2	7	-0.1
C#CCOCCOCCOCCNc1nc(N2CCN(C(=O)[C@H]([C@@H](C)CC)n3cc(CCCN=C(N)N)nn3)CC2)nc(N2CCN(C(=O)[C@H](CCCCN)n3cc(CCCC)nn3)CC2)n1	-11	0.7	3	0	5	0.4	-0.4	-6	3	-11
Cc1cccc(Cc2nnc(NC(=O)c3cccc(S(=O)(=O)N4CCOCC4)c3)s2)c1	8	nt	5	4	-9	0.0	0.5	0	-27	nt
Cn1ccc(C(=O)NC(=S)N2CCSCC2)n1	-7	4.3	3	4	6	0.0	0.7	-16	-6	-0.3

Looked up by structure from above, six records:
SMILES	Y pestis TopoI	TcdB inh	CCHF vOTU inh	SARS 3CLpro inh	DUSP3 inh	BoNT-A LC inh2	PfHsp40 rescue	Anthrax LF inh2	SSB-PriA inh	Vc quorum ag
COC(=O)[C@]12CCCCC=C1N(Cc1ccco1)C(=O)[C@H](CC(=O)NCc1ccc(C)o1)C2	nt	0.4	3	nt	nt	-0.9	nt	-14	nt	nt
Cc1cccc(Cc2nnc(NC(=O)c3cccc(S(=O)(=O)N4CCOCC4)c3)s2)c1	8	nt	5	4	-9	0.0	0.5	0	-27	nt
CN(c1ccccc1)S(=O)(=O)c1ccc(C(=O)Nc2nnc(-c3ccco3)o2)cc1	5	-0.2	9	4	-17	-0.8	-1.8	-3	4	0.2
O=C(NCc1ccc(Cl)cc1)c1ccc(Br)o1	13	0.8	-10	1	-18	-0.5	0.6	-2	-21	-0.3
O=C(COC(=O)Cc1ccccc1F)Nc1ccc2[nH]c(=O)[nH]c2c1	-4	1.3	15	nt	nt	nt	0.3	nt	-4	-0.3
Cc1ccc2nc(-c3ccccn3)c(Nc3ccccc3C)n2c1	-1	3.7	9	1	-19	-2.9	1.9	2	95	i

Not all compounds are listed; count on the stated rates, not on these rows.
